# From PubChem BioAssay
# All columns: NCI-60 one-dose screen, growth in % after 48 h at 10 µM unless noted; 100 = growth as untreated, 0 = no growth, -100 = all killed.
# HT29 – HT29 colon cancer. 7.4% of 81,000 active
# SW-620 – SW-620 colon cancer. 5.2% of 82,000 active. AID 1794795
# HCT-15 – HCT-15 colon cancer; 5.2% of 82,000 active
# HCC-2998 – HCC-2998 colon cancer | 4.7% of 79,000 active | AID 1794799
# HCT-116 – HCT-116 colon cancer; 7.3% of 82,000 active
# SNB-19 – SNB-19 CNS cancer cells | 2.5% of 81,000 active | AID 1794751
# KM12 – KM12 colon cancer cells; 5% of 82,000 active
# SNB-75 – SNB-75 CNS cancer. 5% of 79,000 active. AID 1794750
# SF-268 – SF-268 CNS cancer cells. 3.1% of 82,000 active. AID 1794759
# Active calls of the source: *; x = no result given; & = joins results of further samples. The calls were made as follows: active = growth percent below 10; inactive = the rest. The order is random. About 11% of those tested had a hit in this group.
SMILES,HT29,SW-620,HCT-15,HCC-2998,HCT-116,SNB-19,KM12,SNB-75,SF-268
O=C(c1ccccc1)N1CCOC(O)(c2ccccc2)C1c1ccccc1 (stereo not drawn),107,105,109,102,99,97,115,92,111
C/C(=N\NC(=S)Nc1ccc(F)cc1)c1ccccc1,105,113,91,114,96,100,116,79,94
O=[N+]([O-])C1=C(c2ccccc2)SC=C(c2ccccc2)S1,70,62,59,108,67,78,81,93,98
Cc1ccccc1C(=O)Oc1ccc(Br)cc1,98,105,99,111,100,106,101,86,102
C=CCc1ccccc1OCC(O)CNC(C)C (stereo not drawn),92,106,101,104,100,100,110,77,98
O=C(c1ccccc1)C(Br)C(Br)C(=O)c1ccccc1 (stereo not drawn),104,79,99,93,87,105,106,89,102
OCc1nc2nc(Cl)c(Cl)nc2[nH]1,106,99,94,101,101,102,114,89,118
CCOC(=O)c1cnc2ccccn2c1=O,94,89,103,104,97,105,102,108,106
CC1C(O)CC2CC3OC3(C)CCC3OC3(C)CCC1C2(C)C (stereo not drawn),109,106,91,127,94,100,106,87,99
CCCCOC(=O)c1cc(O)c(O)c(O)c1,85,80,49,93,65,89,69,56,53
COc1ccc(C(Cn2ccnc2)Sc2ccc(Cl)c(Cl)c2)cc1 (stereo not drawn),60,81,80,108,49,99,74,89,91
Cn1cc(-c2nn3cc(-c4ccccc4)nc3s2)c2cc(Br)ccc21,100,98,94,101,102,99,96,71,97
CC1CC(C)C2=NOS3=C2C1=NO3 (stereo not drawn),106,98,107,107,108,125,111,96,103
O=C(O)CCC(=O)/C=C\c1ccc2c(c1)OCO2,107,104,109,109,102,107,107,100,101
O=[N+]([O-])c1cc(C(F)(F)F)cc2c1SC1=Nc3ccccc3CN12,102,105,107,107,96,107,100,96,100
Fc1ccc(-n2cc(COc3ncnc4c3cnn4-c3ccccc3)nn2)cc1Cl,109,103,106,103,123,97,105,95,102
CCOC(=O)CC1C(CN=[N+]=[N-])OC(n2cnc3c(NC(=O)Nc4ccccc4)ncnc32)C1O[Si](C)(C)C(C)(C)C (stereo not drawn),103,101,84,121,82,92,101,73,95
CC1=NN(c2cccc(Cl)c2)C(=O)/C1=C\c1cn(C[C@H](O)Cn2c3ccccc3c(=O)c3ccccc32)c2ccccc12,82,58,87,98,67,61,94,87,61
C=C1[C@]2(C(=O)OC)C3OC3(C)C(O)[C@@]1(C)CC1[C@@]3(C)CC[C@H](O)C(C)(C)C3CC[C@]12C (stereo partly drawn),99,102,105,106,101,102,111,97,103
CCCCN=C(C)CC(=O)CC(=O)c1ccccc1,78,90,106,83,80,87,84,95,92
Nc1c(C(=O)Nc2ccccc2)sc2nc3c(cc12)CN(CCc1ccccc1)CC3,104,91,107,99,98,95,99,x,93
Cc1ccc(C2(O)CCCCC2)cc1,107,98,104,102,105,107,99,92,97
CCCCNc1nc(-c2ccc(Cl)cc2)n2ncc(C#N)c2n1,70,94,84,106,75,83,89,86,71
CC(NCCOC(=O)c1ccc([N+](=O)[O-])cc1)c1ccccc1 (stereo not drawn),117,107,103,125,111,104,109,86,117
COc1cc(C(=O)n2nc(C)cc2C)c(N2C(=O)/C(=C/c3ccccc3)N=C2c2ccccc2)cc1OC,114,112,94,118,101,91,98,62,96

# As entered above:
# CC1C(O)CC2CC3OC3(C)CCC3OC3(C)CCC1C2(C)C (stereo not drawn) in HCT-15 is entered as 91
# Cc1ccc(C2(O)CCCCC2)cc1 in HCT-15 is entered as 104
# O=[N+]([O-])C1=C(c2ccccc2)SC=C(c2ccccc2)S1 in SW-620 is entered as 62
# CCOC(=O)c1cnc2ccccn2c1=O in SNB-75 is entered as 108

# Further structures follow.
SMILES,HT29,SW-620,HCT-15,HCC-2998,HCT-116,SNB-19,KM12,SNB-75,SF-268
Cc1nc(N2CCCCC2)[nH]c(=O)c1CN(C)N=O,105,103,101,115,103,104,101,105,102
O=C(NNC1CCN(Cc2ccccc2)CC1)c1ccccc1,110,110,110,106,98,106,114,95,115
COc1ccc(-c2cc(-c3c(C)oc4cc5occc5c(OC)c4c3=O)[nH]c(=O)c2C#N)cc1OC,108,108,109,109,111,103,104,x,106
N#CC1=C(N)Oc2c(ccc3ccccc23)C1c1cccs1 (stereo not drawn),5.3*,24,14,17,8.3*,50,4.4*,4.7*,9.3*
COc1cc(C2C=C(c3ccc(Cl)cc3)N=C3SC=CN32)cc(OC)c1OC (stereo not drawn),104,104,115,112,94,112,117,87,123
O=S(=O)(O)c1c(O)ccc2ccccc12,96&101,107&92,100&117,97&120,93&102,108&108,105&105,98&103,102&108
COc1ccc(NC(=O)CSc2nc(C)c(C(C)=O)n2-c2ccccc2)cc1,106,90,93,102,84,86,98,76,91
O=C(CSc1nnnn1-c1ccccc1)c1cc2cc(Br)cc(Br)c2oc1=O,104,107,100,102,91,95,104,83,96
Cc1c(-n2cc(-c3ccccc3)c3c2ncn2nc(-c4ccc(Cl)cc4)nc32)c(=O)n(-c2ccccc2)n1C,78,97,82,105,84,95,96,108,115
C=CCn1c(SCC(=O)Nc2ccc(OC)cc2)nnc1-c1cc(-c2ccc(OC)cc2)nc2ccccc12,105,99,104,110,102,93,101,78,96
CCN(CC)CCNc1ncnc2c1[nH]c1ccc(Cl)cc12,104,95,91,100,85,98,92,81,90
Cc1ccc(N(C(=O)C2CC2c2ccc(F)c(F)c2)C(C(=O)NCCN2CCOCC2)c2ccc(F)cc2)cc1 (stereo not drawn),105,96,99,99,90,96,98,91,101
CCCCCCCCCCCCCC[n+]1cccc(C(N)=O)c1,0.4*,0.7*,68,-52*,21,-69*,-87*,-57*,-24*
O=C(c1ccccc1)N1Cc2cc(-c3ccccc3)nn2[C@H]2CCCCN21,93,105,106,110,100,101,104,79,101
CSc1nc2c(c(=O)[nH]1)C(c1ccc(Cl)cc1)C1=C(N2)/C(=C/c2ccc(Cl)cc2)CN(C)C1 (stereo not drawn),45,71,61,65,40,88,70,65,72
C/C=C(\C)C(C(=O)NC1CCCCC1)N(C(=O)C1CCc2cc(F)ccc2O1)c1ccc(F)c(Cl)c1 (stereo not drawn),63,83,67,92,40,75,79,71,79
COc1ccc2[nH]c(=S)cc(S)c2c1,103,102,113,113,108,92,98,105,102
COc1ccc(/C=C/C(=O)c2cccc(OCCCCOc3cccc(C(=O)/C=C/c4ccc(OC)cc4)c3)c2)cc1,110,103,104,104,90,100,100,79,102
O/N=C/c1ccc(O)cc1O,102,102,90,105,114,97,99,89,105
O=C(Nc1ncc(Cc2ccccc2Cl)s1)c1cccs1,44,59,32,73,58,83,29,90,76
Cc1ccc(-c2nnc3c4ccccc4c(C)nn23)cc1S(N)(=O)=O,87,81,98,104,100,85,77,68,92
COc1ccc(S(=O)(=O)NC2C3c4ccccc4C(c4ccccc43)C2O)c(OC)c1 (stereo not drawn),103,101,93,108,103,111,99,62,92
COC(=O)[C@]1(C)CCC[C@]2(C)[C@H]3C[C@H]4C(C(C)C)=C[C@]3(CC[C@H]21)[C@H]1[C@@H]4[C@@H](OCCc2noc(C)n2)CC[C@@H]1OCCc1noc(C)n1,80,89,84,92,76,93,88,92,92
CCCCCCCCCCCCCCCCCCNc1nc2ccccc2s1,102,104,102,102,94,101,106,94,114
O=C(COc1ccc(/C=C2\COc3ccccc3C2=O)cc1)Nc1nccs1,39,69,73,168,38,88,43,85,93

# Quoted at random: 2 entries already listed.
SMILES,HT29,SW-620,HCT-15,HCC-2998,HCT-116,SNB-19,KM12,SNB-75,SF-268
O=S(=O)(O)c1c(O)ccc2ccccc12,96&101,107&92,100&117,97&120,93&102,108&108,105&105,98&103,102&108
CCCCCCCCCCCCCC[n+]1cccc(C(N)=O)c1,0.4*,0.7*,68,-52*,21,-69*,-87*,-57*,-24*

# Continuation:
SMILES,HT29,SW-620,HCT-15,HCC-2998,HCT-116,SNB-19,KM12,SNB-75,SF-268
COc1ccc(C2=C(c3ccccc3)C(c3ccccc3)=C(c3ccc(OC)cc3)C2=O)cc1,75,84,73,89,72,96,82,66,85
O=c1[nH]c(=O)c2cc(Sc3ccc(Cl)cc3)ccc2[nH]1,96,99,107,x,101,85,101,73,101
C=CCSc1nnc(-c2ccc(-c3nc4ccc(Cl)cc4[nH]3)cc2)o1,32,28,28,83,30,76,35,46,76
CCOC(=O)c1cc(Cl)c2c(ccc3ccccc32)n1,112,109,115,101,120,101,116,91,122
O=C(CNc1ccc(Cl)cc1)N1CCN(c2ncnc3c2cnn3-c2ccccc2)CC1,89,62,72,81,59,90,47,86,64
Cc1cc(Cl)ncc1[N+](=O)[O-],88,79,101,111,93,103,103,90,106
COc1ccc(C(=O)c2ccc(C)cc2)c(OC)c1OC,27,34,50,76,58,79,47,65,86
S=C(c1cccs1)N1CCN(c2cccc(Cl)c2)CC1,90,103,89,110,84,102,102,100,104
C/C(=N/NC(=S)NC1CCCCC1)c1sc(Nc2ccc(F)cc2)nc1C,103,110,79,113,93,99,95,81,102
COc1ccc(C2CC(c3ccc(OC)cc3O)=NN2c2ccc(S(N)(=O)=O)cc2)cc1 (stereo not drawn),34,51,34,54,21,60,24,58,51
Cc1nc(CF)cc(=O)[nH]1,101,99,103,110,92,104,x,90,101
O=S(=O)(Nc1ccccn1)c1ccc(N=Nc2ccc(O)c3ncccc23)cc1,79,12,15,36,11,12,14,-6.0*,25
COCOc1cc2oc(C(=O)N[C@@H](Cc3ccccc3)C(=O)C(=O)NCCc3ccc(OC)cc3)c(C)c(=O)c2cc1OCOC,96,109,92,110,70,90,102,x,103
C[C@@H](CO)[C@@H]1CC[C@]2(C(=O)N3CCN(C)CC3)CC[C@]3(C)[C@H](CC[C@@H]4[C@@]5(C)CC[C@H](O)C(C)(C)[C@@H]5CC[C@]43C)[C@@H]12,18,51,44,105,17,69,86,91,57
O=C1CC(c2ccco2)Cc2oc3cc(O)c(O)cc3c21 (stereo not drawn),111,90,42,94,82,92,78,78,77
O=C1NC(=O)/C(=C/c2ccccc2[N+](=O)[O-])S1,107,98,88,104,83,105,84,67,109
COc1cc(C2CC(c3cccc(Nc4ccncc4)c3)=NN2c2cc(Cl)cc(Cl)c2)cc(OC)c1OC (stereo not drawn),-28*,-63*,-40*,-60*,87,51,-76*,26,42
O=C(CN(CC(=O)c1ccccc1)Cc1ccccc1)c1ccccc1,104,102,84,92,78,84,73,111,97

# Some of these compounds in order of molar mass, low to high:
SMILES,HT29,SW-620,HCT-15,HCC-2998,HCT-116,SNB-19,KM12,SNB-75,SF-268
Cc1nc(CF)cc(=O)[nH]1,101,99,103,110,92,104,x,90,101
CCOC(=O)c1cc(Cl)c2c(ccc3ccccc32)n1,112,109,115,101,120,101,116,91,122
C=CCSc1nnc(-c2ccc(-c3nc4ccc(Cl)cc4[nH]3)cc2)o1,32,28,28,83,30,76,35,46,76
C/C(=N/NC(=S)NC1CCCCC1)c1sc(Nc2ccc(F)cc2)nc1C,103,110,79,113,93,99,95,81,102

# Some entries already given, showing only SF-268.
SMILES	SF-268
CCOC(=O)c1cc(Cl)c2c(ccc3ccccc32)n1	122
O=C(CSc1nnnn1-c1ccccc1)c1cc2cc(Br)cc(Br)c2oc1=O	96
COc1ccc(C(Cn2ccnc2)Sc2ccc(Cl)c(Cl)c2)cc1 (stereo not drawn)	91
